KB-3-1 cytotox = kills parental KB-3-1 adenocarcinoma cells | KB-3-1 viability, CellTiter-Glo ATP luminescence, 72 h | Potency, µM (titrated, usually from 46.1 µM), without a hit: top-dose activity change, negative = cytotoxic, hits mostly cytotoxic | 400,000 compounds, 1.4% hits | AID 1347075; further: potency means the concentration at half of the fitted maximal effect; on the % scale 0 is the no-effect control and ±100 the full control effect; nearly all actives have a fitted effect of over 60% in size
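Here the drug-naive KB-3-1 line serves as comparator for MDR sub-line selectivity; cells received compound titrations, 72 h at 37 °C, then CellTiter-Glo readout.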
S2 tox = reduces viability in counter-screen for ATXN expression inhibitors | S2 cells (HEK-293 line with an ATXN2-luciferase reporter) viability, CellTiter-Fluor protease fluorescence, 24 h | Potency, µM (highest dose often 56.7 µM), most hits filed as cytotoxic | 400,000 compounds, 0.49% hits; further: potency means the concentration at half of the fitted maximal effect; nearly all actives have a fitted effect of over 40% in size
MCF10A rerep = induces DNA re-replication in MCF 10a normal breast cells. MCF 10A DNA re-replication, Hoechst nuclear intensity, 48 h. Potency, µM (highest dose often 46.1 µM), without a hit: top-dose activity, positive = re-replication, hits mostly activators. 350,000 compounds, 2.9% hits. AID 624296; further: potency means the concentration at half of the fitted maximal effect; % of control where 0% means no effect; nearly all actives have a fitted effect of over 50% in size
IL1B secr inh = inhibitors of inflammasome signaling (IL-1 beta secretion). activity change, % at 57.5 µM. THP-1 LPS/ATP IL-1B secretion, AlphaLISA, 16 h; stronger effect = lower value. 360,000 compounds, 4.7% hits. AID 743279; in the data active means activity change below about -50%; inconclusive means mostly about -30% to -49%; further: on the % scale 0 is the no-effect control and ±100 the full control effect
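Secreted IL-1B measured by AlphaLISA bead assay after 16 h compound exposure of THP-1 cells; compounds (final up to 57.5 uM) added 1 h before LPS (250 ng/mL) and ATP (1.25 mM) stimulation; lower signal means less secretion.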
HT1080-NT tox = kills 2HG-producing HT-1080-NT fibrosarcoma cells. HT-1080-NT fibrosarcoma viability, CellTiter-Glo ATP luminescence, 48 h. 360,000 compounds, 1.6% hits. Potency, µM (top dose mostly 46.1 µM), for inactives: at the top dose activity, negative = less viability, most hits filed as cytotoxic;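 further: NT is the 2HG producing partner of a matched IDH1 knockdown line; potency means the concentration at half of the fitted maximal effect; 0% = DMSO-treated cells and -100% = media-only wells without cells; nearly all actives have a fitted effect of over 55% in size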
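Fibrosarcoma NT cells, 750 per well in 5% FBS RPMI, were exposed to compound for 48 hours. Viability: CellTiter-Glo luminescence.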
SW480 rerep = induces DNA re-replication in SW480 colon adenocarcinoma cells. 340,000 compounds, 1.8% hits. SW480 DNA re-replication, Hoechst DNA content imaging, 48 h. Potency, µM (series often up to 46.1 µM), inactives show at the top dose re-replication activation, usual class: activators. AID 624297; further: potency means the concentration at half of the fitted maximal effect; % of control where 0% means no effect; nearly all actives have a fitted effect of over 55% in size
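DNA re-replication was detected as more nuclei of elevated Hoechst intensity after 48 hr exposure to compound (23 nL pinned per well of 250 cells).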
KB-V1 MDR tox = KB-V1 MDR subline cytotoxicity; KB-V1 MDR cells viability, CellTiter-Glo, 72 h; Potency, µM (titrated, usually from 46.1 µM), for the others: top-dose activity change, negative = cytotoxicity, actives largely listed as cytotoxic; 400,000 compounds, 3.4% hits; AID 1347076; further: potency means the concentration at half of the fitted maximal effect; on the % scale 0 is the no-effect control and ±100 the full control effect; nearly all actives have a fitted effect of over 60% in size
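Following 72 h at 37 degrees C with compound, KB-V1 cell viability was read by CellTiter-Glo luminescence, medium being phenol-red-free DMEM plus 10% FBS; concentration-response parameters came from normalized, curve-fitted qHTS data.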
ATXN2 expr inh = ATXN2 expression inhibition | HEK-293 ATXN2-luciferase reporter, luminescence, 24 h | 360,000 compounds, 0.72% hits | Potency, µM (doses to about 57 µM), for the others: at the top dose activity change, negative = inhibition, hits mostly inhibitors | AID 1745845; further: potency means the concentration at half of the fitted maximal effect; on the % scale 0 is the no-effect control and ±100 the full control effect; nearly all actives have a fitted effect of over 55% in size
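ATXN2-luciferase reporter cells (luciferase flanked by upstream and downstream ATXN2 gene portions) were treated 24 h at 37 °C with compounds at up to 57 uM. SteadyGlo luminescence gave expression; GF-AFC fluorescence gave viability.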
HT1080 IDH1KD tx = toxicity to HT-1080 IDH1 knockdown cells (counter line). HT-1080 IDH1 knockdown viability, ATP luminescence, 48 h. Potency, µM (titrated, usually from 46.1 µM), without a hit: at the highest dose activity, negative = toxicity, actives largely listed as cytotoxic. 360,000 compounds, 2% hits;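 further: potency means the concentration at half of the fitted maximal effect; 0% = DMSO wells and -100% = cell-free medium wells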
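Knockdown cells (IDH1KD HT-1080) received compounds 2 h after plating at 750 cells/well and were kept 48 h at 37 °C in 5% FBS RPMI. A CellTiter-Glo luminescence read gave % activity for curve fitting.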
* = called active by the depositor; i = inactive; ? = inconclusive; · = no result given; [ ] = dose if it differs, or a comment. Unless noted, the call rests on the fitted dose curve; in most records, active means well fitted curve in the direction sought with a large enough effect; inconclusive means small, poorly fitted or top-dose-only effect, or another doubt; inactive means no such curve, though single readings can be large; an effect the other way counts as inactive or inconclusive.

Compound	KB-3-1 cytotox	S2 tox	MCF10A rerep	IL1B secr inh	HT1080-NT tox	SW480 rerep	KB-V1 MDR tox	ATXN2 expr inh	HT1080 IDH1KD tx
Cn1c(-c2sccc2OCc2ccccc2)n[nH]c1=S	15%	i	10%	-2	-1%	3%	-11%	3%	3%
Cc1noc(C)c1CCC(=O)Nc1cc(C(=O)O)ccc1Cl	0%	i	·	7	-4%	·	?	·	-3%
O=C1NC(Cc2ccccc2)c2nc3cc(F)c(F)cc3c(=O)n2-c2cc3ccccc3cc21 (stereo not drawn)	15µM*	?	·	-5	?	·	?	-32%	?
COc1ccccc1-c1c(C(F)(F)F)oc2c(CN3CCCCC3C)c(O)ccc2c1=O (stereo not drawn)	10%	i	·	·	·	·	0%	-5%	·
O=C1CN(C(=O)Cc2ccc(F)cc2)C(c2ccccc2)c2cc(Cl)ccc2N1 (stereo not drawn)	5%	?	·	·	·	·	-9%	-34%	·
CC1=C(C(=O)N2CCCCCC2)CC(CC(=O)NCCCCc2ccccc2)C(=O)N1Cc1ccccc1 (stereo not drawn)	0%	·	·	-22	0%	·	3%	-36%	-9%
O=C(O)CN1C(=O)/C(=C\c2ccccc2OCc2ccc(Cl)cc2)SC1=S	3%	?	-9%	13	-13%	-5%	6%	·	1%
Cc1sc2ncnc(N3CCC(C(=O)NNC(=O)COc4cccc(C(F)(F)F)c4)CC3)c2c1C	5%	i	?	-4	-12%	-4%	21%	-10%	-6%
Fc1ccccc1/C=N/Nc1ccc(Cl)nn1	15%	i	?	-2	21%	5%	5%	14%	?
O=C(Nc1ccc(Oc2ccccc2)cc1)C1CCN(S(=O)(=O)c2ccc(Cl)cc2)CC1	-2%	i	·	·	·	·	0%	1%	·
O=c1cc(CN2CCN(c3ccc(O)cc3)CC2)nc2scc(-c3ccccc3)n12	-21%	i	1%	17	11%	-5%	17%	-17%	4%
COc1nc(NC2CCCCC2)nc(NC(C)(C)C)n1	?	i	11%	?	-3%	-8%	-3%	37%	1%
Cc1ccc(C)c(C(=O)CSc2nc3ccccc3c(=O)[nH]2)c1	-17%	i	0%	1	-5%	?	?	-9%	3%
Nc1ccc(-c2ncc(-c3ccccc3)o2)cc1	-1%	i	3%	-59*	-13%	-28%	-28%	?	-1%
Cc1[nH]c2ccccc2c1C(=O)CN1CC(C)CC(C)C1 (stereo not drawn)	-3%	i	?	0	?	?	-4%	-13%	18µM*
O=C(Nc1ccccc1)c1cc(C2CCCCN2C(=O)OCCF)on1 (stereo not drawn)	0%	i	·	0	16%	·	0%	14%	2%
O=c1c(Cc2ccccc2)c(O)ccn1Cc1ccc2c(c1)OCO2	0%	?	?	2	1%	-42%[inhibitor]	-17%	·	-4%
CCOc1cc(NS(=O)(=O)c2ccc(NC(C)=O)cc2)c(OCC)cc1NC(=O)C(C)C	4%	i	?	6	-6%	-7%	?	3%	?
CCOC(=O)c1ccc(C#Cc2ccc3c(c2)C(C)(C)CCS3)nc1	·	i	?	·	·	?	·	?	·
CC(C)OCc1ccc(C(=O)N2CCN(S(=O)(=O)c3ccc(Br)s3)CC2)cc1	?	i	5%	?	-1%	47%	?	-16%	0%
CCc1ccc2nc(NC(=O)c3ccc(N4C(=O)CCC4=O)cc3)sc2c1	21%	i	-8%	-1	-2%	1%	0%	18%	-2%
COc1ccc(Nc2c(-c3ccc(F)cc3)nc3nc(C)cc(C)n23)cc1	-5%	?	·	-26	-14%	·	?	-25%	0%
COc1ccc2oc(C(=O)N3CCc4ccccc43)c(C)c2c1	-18%	i	3%	-5	-8%	37%	14%	-38%	-22%
COc1cc(CNCc2ccc(C)cc2)cc(OC)c1OC	1%	i	5%	-21	-6%	-17%	12%	-14%	-2%
C[C@@H]1CN([C@@H](C)CO)C(=O)c2c(c3ccccc3n2C)-c2ccccc2CO[C@H]1CN(C)C(=O)C1CC1	7%	i	·	23	4%	·	3%	-6%	4%

6 entries drawn at random from those above:
Compound	KB-3-1 cytotox	S2 tox	MCF10A rerep	IL1B secr inh	HT1080-NT tox	SW480 rerep	KB-V1 MDR tox	ATXN2 expr inh	HT1080 IDH1KD tx
COc1ccc(Nc2c(-c3ccc(F)cc3)nc3nc(C)cc(C)n23)cc1	-5%	?	·	-26	-14%	·	?	-25%	0%
COc1nc(NC2CCCCC2)nc(NC(C)(C)C)n1	?	i	11%	?	-3%	-8%	-3%	37%	1%
Cc1sc2ncnc(N3CCC(C(=O)NNC(=O)COc4cccc(C(F)(F)F)c4)CC3)c2c1C	5%	i	?	-4	-12%	-4%	21%	-10%	-6%
CCc1ccc2nc(NC(=O)c3ccc(N4C(=O)CCC4=O)cc3)sc2c1	21%	i	-8%	-1	-2%	1%	0%	18%	-2%
O=C(O)CN1C(=O)/C(=C\c2ccccc2OCc2ccc(Cl)cc2)SC1=S	3%	?	-9%	13	-13%	-5%	6%	·	1%
CC1=C(C(=O)N2CCCCCC2)CC(CC(=O)NCCCCc2ccccc2)C(=O)N1Cc1ccccc1 (stereo not drawn)	0%	·	·	-22	0%	·	3%	-36%	-9%

Results in IL1B secr inh and KB-V1 MDR tox, for 4 of the compounds above:
smiles | IL1B secr inh | KB-V1 MDR tox
Cn1c(-c2sccc2OCc2ccccc2)n[nH]c1=S | -2 | -11%
Cc1noc(C)c1CCC(=O)Nc1cc(C(=O)O)ccc1Cl | 7 | ?
O=C1NC(Cc2ccccc2)c2nc3cc(F)c(F)cc3c(=O)n2-c2cc3ccccc3cc21 (stereo not drawn) | -5 | ?
COc1ccccc1-c1c(C(F)(F)F)oc2c(CN3CCCCC3C)c(O)ccc2c1=O (stereo not drawn) | · | 0%

(list continues)
Compound	KB-3-1 cytotox	S2 tox	MCF10A rerep	IL1B secr inh	HT1080-NT tox	SW480 rerep	KB-V1 MDR tox	ATXN2 expr inh	HT1080 IDH1KD tx
Cc1ccc(-c2nc(CS(=O)(=O)CC(=O)N3CCN(C)CC3)c(C)o2)cc1	-8%	i	-3%	-4	2%	0%	7%	-11%	1%
COc1ccc2[nH]c3c(c2c1)CCNC3c1ccc([N+](=O)[O-])o1 (stereo not drawn)	-6%	i	6%	-15	-1%	15%	2%	·	-2%
COc1ccc(F)cc1CSc1nnnn1-c1ccc(O)cc1	-21%	i	13%	-15	-29%	10%	16µM*	-33%	-24%
COc1ccc(C(=O)COC(=O)CCN2C(=O)C3C4C=CC(C5CC45)C3C2=O)cc1 (stereo not drawn)	-3%	i	7%	0	-7%	2%	11%	5%	-8%
O=C(CCN1CCN(C(=O)c2ccco2)CC1)Nc1ccc(F)cc1	0%	i	2%	9	7%	0%	10%	2%	8%
CSc1sc(C(=O)N(C)C)c2c1S(=O)(=O)N(C)c1ccccc1-2	18%	i	-3%	14	17%	-5%	-16%	6%	8%
COc1cc(OC)c(OC)cc1CN1CCC(O)CC1	3%	i	?	0	0%	-3%	3%	-35%	-1%
Cc1cc(=O)n(Cc2ccccc2)c(O)c1C#N	1%	i	-3%	-3	13%	-5%[9.22 µM]	1%	-6%	13%
COCCCn1c(=O)c2sccc2n(Cc2ccccc2)c1=O	-7%	i	-3%	-2	-2%	-68%[inhibitor]	-13%	2%	-8%
O=C(OCC(=O)N1CCCC1)c1ccc(Cl)nc1	20%	i	-6%	-5	13%	-33%	?	5%	18%
COc1ccc(N(C(=O)CNC(=O)c2cccs2)C(C(=O)NC2CCCC2)c2cccnc2)cc1 (stereo not drawn)	0%	i	-4%	-10	11%	-4%	?	-22%[11.3 µM]	16%
COc1ccc(N2CCCCn3c2nc2c3c(=O)[nH]c(=O)n2C)cc1	24%	i	3%	47	5%	0%	-10%	-3%	13%
CCCCN1C(=O)c2ccc(C(=O)NC3(C)CCS(=O)(=O)C3)cc2C1=O (stereo not drawn)	1%	·	9%	9	1%	-2%	24%	·	-4%
O=C(Nc1ccc2c(c1)CCCN2C(=O)c1ccccc1)c1ccccc1Br	?	?	6%	-22	?	-21%	?	·	-21%
O=C(NCc1ccccc1Cl)C1(S(=O)(=O)c2ccc(Cl)cc2)CC1	16%	i	4%	20	-8%	-6%	-5%	-4%	1%
CCN(CC)C(=O)c1c(NC(=O)c2cccc(C)c2)sc2c1CCC(C)C2 (stereo not drawn)	-24%	?	·	·	·	·	?	10%	·
COc1ccc(C(=O)CSc2nn3c(=O)c(C(C)(C)C)nnc3s2)cc1	-28%	i	?	-58*	-26%	7%	?	-24%	?
N#CC1=C(SCC(=O)NC23CC4CC(CC(C4)C2)C3)NC(=O)C(C#N)C12CCCCC2 (stereo not drawn)	?	?	16µM*	?	?	13%	12µM*	?	?
NC(=O)c1ccc(N2CCN(c3ncc(C(F)(F)F)cc3Cl)CC2)cc1	16%	i	5%	-25	2%	7%	0%	-4%	7%
CCOC(Cn1c(-c2ccc(OC)cc2)nc2ccccc21)OCC	-12%	i	14%	-5	-4%	16%	0%	12%	-13%
COc1ccc(-c2nnc(SCC(=O)Nc3ccccc3)n2C)cc1	9%	i	1%	2	5%	-2%	-15%	3%	7%

Individual results from above:
COc1ccc(F)cc1CSc1nnnn1-c1ccc(O)cc1 in SW480 rerep reads 10%
CCCCN1C(=O)c2ccc(C(=O)NC3(C)CCS(=O)(=O)C3)cc2C1=O (stereo not drawn) in MCF10A rerep reads 9%

Screening results: PubChem, National Center for Advancing Translational Sciences (NCATS)
